PP5 inh: blocks human protein phosphatase 5 activity. hit rate 0.18% among 320,000. purified PP5c, OMFP substrate fluorescence. inhibition, % at 6.7 µM. AID 1987;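 active means inhibition above the campaign's mean inhibition across all tested compounds plus 3 SD, cut at about 9.5% in these data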;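 further: 0% = DMSO only and 100% = 100 µM cantharidin control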
Target sequence (P53041 whole entry, looked up): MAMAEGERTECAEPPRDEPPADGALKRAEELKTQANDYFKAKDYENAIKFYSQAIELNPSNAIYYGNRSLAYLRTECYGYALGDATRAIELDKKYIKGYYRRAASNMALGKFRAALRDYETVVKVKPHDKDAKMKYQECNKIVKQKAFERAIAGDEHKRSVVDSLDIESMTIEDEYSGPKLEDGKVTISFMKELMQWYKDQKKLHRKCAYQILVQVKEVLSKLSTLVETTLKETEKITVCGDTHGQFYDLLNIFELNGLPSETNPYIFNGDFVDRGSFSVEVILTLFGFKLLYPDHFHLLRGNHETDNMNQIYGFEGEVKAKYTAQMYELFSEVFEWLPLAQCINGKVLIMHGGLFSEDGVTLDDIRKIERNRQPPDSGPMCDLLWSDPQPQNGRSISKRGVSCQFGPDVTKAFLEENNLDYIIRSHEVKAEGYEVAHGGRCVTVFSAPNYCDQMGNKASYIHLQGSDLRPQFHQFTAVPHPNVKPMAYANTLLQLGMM
Yeast superoxide: yeast age-related superoxide inhibition as caloric restriction mimetic; superoxide response (% of plate mean), % at 10 µM; hit rate 0.18% among 330,000; S. cerevisiae aged cells, superoxide DHE fluorescence; stronger effect = lower value;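 active means superoxide response under a set limit, about three screen SD below normal, cut at about 65% in these data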;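 further: yeast aged for seven days with compound at 30 °C before DHE staining; 100% = average MFI of all compound-treated wells on the plate with controls excluded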
TPT1 inhibitor: blocks Candida albicans tRNA 2'-phosphotransferase. recombinant caTPT1, FP RNA substrate dephosphorylation. hit rate 0.81% among 300,000. AID 1962. inhibition, % at 5 µM;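 active means inhibition above the mean of all tested compounds plus 3 SD, set per screening campaign, cut at about 24% in these data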;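 further: plate controls were DMSO alone for no effect and ferristatin control at 100 nM for full effect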
ZTA counter: blocks Epstein-Barr virus ZTA, an EBNA-1 counter-screen | P03206 | ZTA-DNA binding, fluorescence polarization | inhibition, % at 11 µM | hit rate 0.15% among 320,000; in the data active means inhibition above about 33%
Target sequence (P03206 whole entry, looked up): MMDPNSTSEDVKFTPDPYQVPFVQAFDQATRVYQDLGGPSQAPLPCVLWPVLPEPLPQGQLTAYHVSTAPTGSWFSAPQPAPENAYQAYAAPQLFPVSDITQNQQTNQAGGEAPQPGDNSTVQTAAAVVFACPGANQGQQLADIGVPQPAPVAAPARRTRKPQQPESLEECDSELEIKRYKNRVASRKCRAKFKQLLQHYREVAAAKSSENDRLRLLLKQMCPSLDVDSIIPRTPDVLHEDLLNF
HCV core dimer: blocks dimerization of HCV core protein; AID 1899; TR-FRET GST/Flag-core106 dimerization, 1536-well; inhibition, % at 5 µM; hit rate 0.33% among 300,000;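 active means inhibition above the mean of all tested compounds plus 3 SD, set per screening campaign, cut at about 45% in these data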
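Test system: GST/Flag-tagged HCV core106 proteins; Medium: KF-containing HEPES buffer, pH 7.45, DTT, CHAPS, BSA; Times: compound-protein-antibody incubation 4 h at 22.5 °C; Detection: TR-FRET 671 and 617 nm emission; Benchmarks: wells lacking GST-core106 and wells with excess unlabelled core106.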
CTSL1 counter: cathepsin L1 inhibition, PFM18AAP counter-screen. inhibition, % at 5.96 µM. AID 1906. hit rate 0.49% among 300,000. recombinant F. hepatica cathepsin L1, Z-Leu-Arg-MCA fluorescence;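 active means inhibition above the mean of all tested compounds plus 3 SD, set per screening campaign, cut at about 17% in these data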;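 further: 0% = plate median of test compound wells and 100% = 1 µM Z-Phe-Ala-diazomethylketone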
EBNA-1 inh: blocks EBNA-1 binding to DNA | EBNA-1 DNA binding, fluorescence polarization | inhibition, % at 14.8 µM | hit rate 0.34% among 300,000 | AID 1950; in the data active means inhibition above about 28%
GASC-1 inh: human JMJD2C demethylase inhibition; GST-JMJD2C(1-420) H3K9me3 demethylation, DELFIA europium; inhibition, % at 2.35 µM; hit rate 0.069% among 330,000; Q9H3R0;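 active means more than half of a compound's replicate wells show inhibition beyond 50%, single wells judged on their own value; inconclusive means some, but no more than half, of replicates pass 50% inhibition; inactive means no replicate passes 50% inhibition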;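 further: signal counts dimethyl H3K9 product captured on neutravidin plate; 0% = median of DMSO wells and 100% = 0.3 times that DMSO median; strong numbers were not always called active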
PP1 inh: counter-screen for PP5 inhibitors: inhibitors of human PP1-alpha. purified PP1alpha, OMFP fluorescence. AID 2235. inhibition, % at 6.7 µM. hit rate 0.9% among 320,000. P62136;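 active means inhibition above the mean inhibition of all tested compounds plus 3 SD, computed separately for each screening campaign, cut at about 15% in these data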
Target sequence (P62136 whole entry, looked up): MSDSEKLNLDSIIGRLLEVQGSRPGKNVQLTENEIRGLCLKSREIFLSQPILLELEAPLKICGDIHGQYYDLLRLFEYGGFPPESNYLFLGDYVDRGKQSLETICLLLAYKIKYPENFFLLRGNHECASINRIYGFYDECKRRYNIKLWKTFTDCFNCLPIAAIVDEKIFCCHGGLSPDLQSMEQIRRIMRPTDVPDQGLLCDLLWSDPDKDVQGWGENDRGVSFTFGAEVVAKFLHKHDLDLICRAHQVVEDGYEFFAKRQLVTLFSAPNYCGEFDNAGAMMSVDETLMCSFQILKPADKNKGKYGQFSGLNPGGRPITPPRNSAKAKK
The depositor's hits bear a star; i = inactive; u = inconclusive; x = no result given; + = active, no number; & = joins results of further samples. The list is partial (hit frequency here may not be typical).

A first look, 2 compounds:
Below each SMILES: PP5 inh	Yeast superoxide	TPT1 inhibitor	ZTA counter	HCV core dimer	CTSL1 counter	EBNA-1 inh	GASC-1 inh	PP1 inh
1	CCOC(=O)c1c(C)n(CC(O)CN2CCOCC2)c2cc(Br)c(OC)cc12 (stereo unspecified)
  1.6	96.0	-1.9	8.0	-4.3	5.2	-8.3	-9.4	-3.5
2	CN1C(=O)/C(=C\N2CCc3ccccc32)C(=O)NC1=S
  0.6	105.3	8.6	-17.1	-12.3	-1.8	-5.3	6.0	-1.4

This part in full, from the start:
Below each SMILES: PP5 inh	Yeast superoxide	TPT1 inhibitor	ZTA counter	HCV core dimer	CTSL1 counter	EBNA-1 inh	GASC-1 inh	PP1 inh
1	CCOC(=O)c1c(C)n(CC(O)CN2CCOCC2)c2cc(Br)c(OC)cc12 (stereo unspecified)
  1.6	96.0	-1.9	8.0	-4.3	5.2	-8.3	-9.4	-3.5
2	CN1C(=O)/C(=C\N2CCc3ccccc32)C(=O)NC1=S
  0.6	105.3	8.6	-17.1	-12.3	-1.8	-5.3	6.0	-1.4
3	CC/C(=N\N1CCCCC1)c1c(O)[nH]c(=O)[nH]c1=O
  0.8	93.0	-5.8	-18.3	0.1	-2.7	-3.7	1.5	0.6
4	CN1CCN(c2ncc(C=O)s2)CC1
  0.0	92.8	2.5	6.2	-4.7	7.9	6.8	-1.6	-1.5
5	Cc1nc2ccc(Cl)cc2c(-c2ccccc2)c1C(=O)O
  -0.3	97.5	-0.4	0.4	3.4	2.0	1.8	11.8	-3.6
6	CCCCn1c(C)c(C(=O)O)c2cc(OC)ccc21
  0.5	93.6	-1.2	-6.3	-4.7	4.5	6.3	9.4	-1.9
7	OC(c1ccccc1)(c1ccccc1)c1ccncc1
  3.0	76.7	0.2	0.0	2.9	-3.5	-5.1	-3.0	-0.5
8	CCCC(=O)OCC[N+](C)(C)C
  2.7	104.4	-1.3	4.6	0.8	-6.0	12.5	-6.2&-6.2	-1.8
9	Cc1cccc(-n2c(O)c(C=NCCN3CCCCC3)c(=O)[nH]c2=O)c1
  -2.6	102.7	-0.6	-5.5	-4.2	-4.8	4.0	16.4	-1.6
10	C=C(C)CSc1nnc([C@@H](N)Cc2ccccc2)o1
  -2.9	116.6	-1.9	7.8	-0.8	-3.0	12.6	-6.4	-6.5
11	CCOC(=O)c1ccc(N=Cc2c(O)n(-c3ccc(OC)cc3)c(=S)[nH]c2=O)cc1
  2.1	90.2	1.4	-4.4	2.8	2.9	5.4	8.7	-0.1
12	CCOC(=O)C1(c2ccccc2)CCN(Cc2cccc(C(=O)O)c2)CC1
  2.2	116.9	0.8	8.2	0.1	-3.8	-3.8	8.7	-2.8
13	COC(=O)c1ccc(-n2c(C)nc3ccccc3c2=O)cc1
  -1.4	102.0	-3.7	20.6	3.7	-2.8	8.6	1.0	-1.0
14	CCC(=O)N1CC(=O)Nc2ccc(F)cc2C1c1ccc(F)cc1 (stereo unspecified)
  0.2	111.1	-1.0	-11.9	6.9	0.9	-7.2	42.4	-1.8
15	CC(C)CC1C(C#N)=C(N)Oc2c1c(=O)oc1ccccc21 (stereo unspecified)
  1.6	96.2	-3.8	-6.1	-15.1	-2.3	4.0	4.3	-2.2
16	CC(C)C1(C)N=C(c2ncccc2C(=O)O)NC1=O (stereo unspecified)
  -3.1	101.5	-1.0	15.8	8.5	-1.5	4.5	5.7	3.1
17	COC(=NC1CCCCC1)C(O)c1c[nH]c2ccccc12 (stereo unspecified)
  1.7	99.5	-0.5	0.0	2.9	1.0	-8.9	-0.9	-0.3
18	Cc1cc(/C=C2\C(=O)NC(=O)N(c3ccc(F)cc3)C2=O)c(C)n1-c1cccc(C(=O)O)c1
  2.7	102.8	11.7	3.1	6.4	2.2	-0.4	19.7	-2.5
19	O=C(CCC(=O)N1CC2C[C@@H](C1)Cn1c2cccc1=O)NCCc1ccccc1
  1.3	87.4	-5.8	-3.5	-2.8	-3.9	-5.0	i	-3.0
20	COc1cc2nc(N3CCN(C(=O)[C@@H]4CCCO4)CC3)nc(N)c2cc1OC
  0.8	94.3	-1.4	9.7	-8.4	0.1	10.4	11.6	2.0
21	COCc1cc(OC(=O)N(C)C)nc2c1c(C)nn2C
  0.5	106.9	-1.8	9.3	-0.6	-9.3	1.9	62.8*	-6.1
22	OC(CNC1CCCCC1)c1ccccc1 (stereo unspecified)
  -0.2	89.7	-1.3	9.6	-4.0	0.4	-13.4	1.5	-2.9
23	COc1cccc(C2(O)CCN(CC(=O)Nc3nc(C)cs3)CC2)c1
  2.1	100.5	0.4	-13.7	-9.9	0.9	-1.6	8.9	-3.7
24	CC(C)[C@]12O[C@H]1[C@@H]1O[C@]13[C@]1(O[C@H]1C[C@H]1C4=C(CC[C@@]13C)C(=O)OC4)[C@@H]2O
  0.8	88.5	-7.2	-10.0	-1.7	-3.2	0.7	0.2	-2.1
25	COc1ccc(/C=C/C(=O)c2c(O)n(CCC3=CCCCC3)c(=O)[nH]c2=O)cc1OC
  3.2	92.2	8.8	2.6	-1.1	0.9	-0.1	-5.4	-0.6
26	c1ccc(-c2nc(N3CCOCC3)s[n+]2-c2ccccc2)cc1
  0.6	110.4	-1.1	-13.5	-6.9	-3.6	-4.4	5.5	3.1
27	Cc1nc2cc(-c3cccc(F)c3)nn2c(C)c1CCC(=O)N1CCC2(CC1)OCCO2
  2.4	113.4	0.4	2.1	1.6	-1.8	6.4	1.5	-3.7
28	C[C@]12CCC3C(CCC4=CC(O)CC[C@@]43/C=N/O)C1(O)CCC2C1=CC(=O)OC1 (stereo partly specified)
  -1.8	68.6	-1.5	0.4	7.5	6.7	-2.1	-0.7	0.8
29	N=c1sccn1Cc1ccc(Cl)cc1Cl
  1.2	95.7	3.0	3.2	2.8	-2.9	-13.1	10.9	-3.9
30	FC(F)(F)Oc1ccc(NC2=NCCCS2)cc1
  -2.4	102.9	-0.2	-3.8	6.9	3.4	-0.5	9.0	-2.8
31	C[N+](C)(C)CCOC(=O)CBr
  2.2	102.9	1.1	4.7	3.6	-3.4	-1.5	x	-2.8
32	ClC(Cl)=C(c1ccc(Cl)cc1)c1ccc(Cl)cc1
  0.7	94.8	0.4	-7.0	-2.2	-5.9	1.6	x	1.5
33	c1ccc2sc(N3CCNCC3)nc2c1
  -1.2	96.3	1.0	4.2	1.4	0.2	3.4	-4.1	-3.2
34	Oc1ccc(/C=N/NP(=S)(c2ccccc2)c2ccccc2)cc1O
  3.2	90.0	0.4	-10.0	7.3	0.8	1.0	-40.3	0.7
35	Cn1cc(CCC(=O)N2CCC3(CC2)OCCO3)c2ccccc21
  1.0	95.0	-2.2	-4.4	-5.2	-1.4	-4.4	0.2	0.8
36	COC(=O)N(c1ccc(OC)cc1)P1(=S)OCCC(C)O1 (stereo unspecified)
  -0.6	103.1	-3.4	1.5	-1.2	-0.9	-0.8	5.8	-2.6
37	CN1/C(=C\C=C2C(=O)NC(=O)NC2=O)C(C)(C)c2ccccc21
  2.4	91.9	+	10.2	-6.0	20.1*	-14.3	-6.8	1.3
38	CC(C)(Cl)[N+](=O)[O-]
  2.8	100.4	x	1.4	x	x	x	2.4	-5.3
39	Cc1cc(C=O)c(C)n1C1CCCCC1
  0.6	106.8	1.0	11.7	-2.5	1.2	6.6	4.3	2.4
40	COc1ccc(O)c(C(C)(C)C)c1
  0.1	100.5	-2.5	-8.8	-4.9	-3.1	-6.3	-18.7	2.2
41	Cc1ccc(-n2c(O)c(C=NCCN3CCNCC3)c(=O)[nH]c2=S)cc1
  -3.0	113.6	1.2	13.2	4.5	-2.2	12.3	-3.9	-1.9
42	CCN(CC)C(=O)c1ccc(NC(=O)c2c(C)noc2C)cc1
  3.0	94.4	x	12.3	x	x	x	-13.0	-6.0
43	CCOC(=O)CC1=C(C(=O)OCC)C2(C(=O)Nc3ccccc32)C(C#N)=C(N)O1 (stereo unspecified)
  -0.7	99.6	-2.0	20.0	-1.2	-7.9	3.2	44.0&-5.6	-8.9
44	COC(C)(C)CCCC(C)C/C=C/C(C)=C/C(=O)OC(C)C (stereo unspecified)
  4.4	112.4	x	0.2	x	x	x	7.9	-0.5
45	CCCCNC(=O)Nc1ccc(C(O)(C(=O)OCC)C(F)(F)F)cc1 (stereo unspecified)
  4.3	108.3	2.7	-9.5	-3.9	-2.5	2.6	8.0	-4.4
46	COCCCn1c(N)c(C(=O)OCCOC)c2nc3ccccc3nc21
  2.0	79.7	-3.1	13.3	0.9	1.3	9.4	2.6	0.8
47	CCOP(=O)(OCC)C(NC(=O)c1ccc(Cl)cc1)=C(Cl)Cl
  -0.1	113.6	49.3*	1.6	-5.9	0.1	-18.8	-2.4	-0.7
48	O=Cc1cn(Cc2cccc([N+](=O)[O-])c2)c2ccccc12
  4.8	114.4	-0.2	-1.4	8.2	-1.2	1.7	-6.5	-0.2
49	Cc1c(C=O)c2ccccc2n1Cc1cccc(F)c1
  0.9	109.0	-2.5	-4.1	-5.3	0.4	-4.3	-0.1	2.4
50	c1ccc(C(OCCN2CCNCC2)c2ccccc2)cc1
  -0.9	92.3	-5.1	-3.5	-7.1	1.6	14.0	48.1	-0.2
51	COc1ccc(-n2c(O)c(C(C)=NCc3ccc4c(c3)OCO4)c(=O)[nH]c2=O)cc1
  0.3	104.3	-2.0	10.5	-0.1	-1.4	-7.0	15.8	-2.0
52	CC(C)CNP(=S)(c1ccccc1)C(C)(C)C (stereo unspecified)
  -1.7	69.6	0.3	12.4	-0.3	-0.7	9.1	1.3	0.0
53	O=C1NC(=O)N(c2ccc3c(c2)OCO3)C(=O)/C1=C/c1ccsc1
  -2.9	109.0	9.9	8.6	1.1	2.8	0.1	u	3.1
54	CCCN(CCC)C1CCc2cccc(O)c2C1 (stereo unspecified)
  1.6	113.7	-1.9	-1.0	-3.2	0.3	-3.7	-5.7	-1.5
55	CNS(=O)(=O)c1ccc(N=Cc2c(O)n(-c3cccc(C)c3)c(=O)[nH]c2=O)cc1
  0.7	99.0	25.7*	6.7	-0.6	0.7	4.1	2.2	-2.9
56	C/C(=N\NC(=O)c1ccncc1)c1c(O)[nH]c(=O)[nH]c1=O
  0.3	x	-1.4	3.0	0.5	-3.6	-11.6	18.2	-5.9
57	COc1ccccc1N1C(=O)NC(=O)/C(=C\c2cnn(-c3ccccc3)c2)C1=O
  2.1	96.4	3.4	-8.6	36.1	2.8	4.0	0.5	4.2
58	C[N+](C)(C)Cc1ccccc1
  -1.4	108.3	-2.1	7.8	-8.6	2.8	4.8	-3.8	-3.8
59	O=c1[nH]c(=O)n(CCc2ccccc2)c(O)c1/C=N/N1CCOCC1
  1.5	94.5	-1.3	-3.7	1.5	-2.8	4.1	-19.0	-0.2
60	Nc1ccccc1Cl
  0.9	120.4	x	0.5	x	x	x	0.7	-3.0

Continued.
Below each SMILES: PP5 inh	Yeast superoxide	TPT1 inhibitor	ZTA counter	HCV core dimer	CTSL1 counter	EBNA-1 inh	GASC-1 inh	PP1 inh
61	Cc1cc(OC(C)C(=O)NCc2ccncc2)c2c3c(c(=O)oc2c1)CCC3 (stereo unspecified)
  0.6	93.5	1.0	8.2	-0.5	-3.2	-10.4	10.4	1.2
62	Nc1ccc(Cl)cc1C(=O)c1ccccc1Cl
  2.4	96.1	-3.0	-0.9	2.1	0.6	-4.1	-2.8	0.0
63	CCOC(=O)[C@@]12C(=O)C(=O)N[C@]1(c1ccccc1)C1OCCCC12 (stereo partly specified)
  2.8	125.7	-3.5	-16.7	0.8	0.2	-15.4	7.0	2.2
64	O=C(Nc1ccccc1F)OC1CN2CCC1CC2 (stereo unspecified)
  -0.2	105.6	2.5	4.0	-0.4	-2.9	-14.8	-8.0	-0.4
65	CC/C(=N\NC(=O)c1ccccc1O)c1c(O)n(Cc2ccccc2)c(=O)[nH]c1=O
  0.3	98.6	46.6*	0.4	6.1	0.7	-10.5	20.7	1.7

Compound activity deposited in PubChem BioAssay by several laboratories.
